HIF act: HIF pathway transcriptional activation; activation, % at 7.5 µM (by protocol); 300,000 compounds, 0.32% hits; U2OS HRE-luciferase reporter, luminescence; normalized: DMSO 0%, desferrioxamine 100%;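 active = mean activation of at least 10% of the iron chelator positive control signal, with at least half of replicates also reaching 10%; inconclusive = mean and replicate majority disagree about reaching 10%; inactive = mean and most replicates under 10%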
GSK3B inh: blocks human GSK3beta kinase activity. GST-GSK3beta kinase, ADP-Glo luminescence, 60 min; active compounds read low. P49841. 300,000 compounds, 0.038% hits. activity score (negative = inhibition), % at 10 µM;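 active = more than half of replicate wells score below -50%, meaning over 50% inhibition versus plate controls; inconclusive = some replicates but at most half score below -50%; inactive = no replicate scores below -50%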;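 note: 0% = median DMSO wells and -100% = median GW8510 positive control wells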
Target sequence (P49841 whole entry, looked up): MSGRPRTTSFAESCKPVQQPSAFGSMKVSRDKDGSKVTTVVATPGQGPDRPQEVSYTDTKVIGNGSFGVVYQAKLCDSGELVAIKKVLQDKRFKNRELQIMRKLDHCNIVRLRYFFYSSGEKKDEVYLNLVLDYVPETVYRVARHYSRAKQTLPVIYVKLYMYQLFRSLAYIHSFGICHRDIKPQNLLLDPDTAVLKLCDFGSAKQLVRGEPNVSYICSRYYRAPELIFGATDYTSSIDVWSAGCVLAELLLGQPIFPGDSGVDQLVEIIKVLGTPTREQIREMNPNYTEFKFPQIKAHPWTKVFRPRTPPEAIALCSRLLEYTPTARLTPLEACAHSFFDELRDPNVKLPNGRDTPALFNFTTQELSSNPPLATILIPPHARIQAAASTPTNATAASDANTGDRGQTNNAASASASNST
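Test system – GST-tagged human GSK3beta kinase, cell-free · Incubation – 60 min enzyme reaction, room temperature · Signal – ADP-Glo luminescence · Also added – peptide substrate and ATP at 25 µM · Controls – DMSO neutral wells and GW8510 at 20 µM as positive · Buffer or medium – Tris/MgCl2 kinase buffer · Measure – Luminescence-derived activity versus plate DMSO and GW8510 wells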
AI-2 QS modul: modulators of Vibrio harveyi AI-2 quorum sensing system | Vibrio harveyi JMH597 AI-2 luminescence/OD600 ratio, 9 h; active compounds read low; strain lacks LuxN and CqsS sensors; 0 = neutral-control median | activity change, % at 7.5 µM | 300,000 compounds, 0.4% hits; in the data active = activity change below about -75%, passing the limit was not always enough; inconclusive = no clear call, values can overlap the other calls;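 note: luminescence divided by OD600 gain over 9 h not by final OD600 alone; inactives centre near 13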
HSF-1 act: increases HSF-1 driven luciferase reporter signal. activation, % at 9 µM. 300,000 compounds, 1.7% hits. NIH3T3-HGL HSF-1 luciferase reporter, MG132, 8 h; 100% = twice DMSO control signal;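 active = mean replicate activation of at least 50% with a set share of replicates each reaching 50%; inconclusive = only one of those two conditions met; inactive = mean below 50% and too few replicates reaching it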;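 note: 0% = median of the neutral control wells and 100% = twice that signal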
IEC-6 cytotox: counter-screen for KLF5 inhibitors: cytotoxicity in IEC-6 cells. IEC-6 cytotoxicity, luminescence viability. inhibition, % at 5 µM. 290,000 compounds, 0.78% hits. AID 1825; in the data active = inhibition above about 22%;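 note: 0% = plate median of test compound wells and 100% = cytotoxic reference compound wells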
KLF5 inh: kruppel-like factor 5 inhibition | DLD-1 KLF5 promoter-luciferase reporter, luminescence | AID 1700 | 290,000 compounds, 0.23% hits | inhibition, % at 5 µM;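 active = inhibition above a per-plate limit of that plate's mean compound inhibition plus 3 SD, cut at about 60% in these data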;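 note: 0% = DMSO wells and 100% = LY294002 at 200 µM; higher means less KLF5 promoter-driven luciferase light; inactives centre near -14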
HSP90 refold inh: HSP90 refolding inhibition in rabbit reticulocyte lysate; luciferase refolding luminescence, 3 h; inhibition, % at 5.6 µM; 290,000 compounds, 0.91% hits; AID 1789;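 active = inhibition above the screen-wide mean plus 3 SD, computed separately per campaign, cut at about 16% in these data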;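 note: 0% = DMSO wells and 100% = 60 µM geldanamycin wells; inhibitors lower the luminescence because luciferase stays unfolded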
GSK3 alpha inh: inhibitors of human GSK-3 alpha kinase | ADP-Glo luminescence, 60 min | inhibition, % at 10 µM | 320,000 compounds, 0.1% hits;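 in the data active = inhibition above about 50%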;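 note: GST-tagged GSK-3 alpha with peptide substrate and 25 µM ATP; 0% = DMSO neutral wells and 100% = GW8510 positive control wells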
Target sequence (P49840 whole entry, looked up): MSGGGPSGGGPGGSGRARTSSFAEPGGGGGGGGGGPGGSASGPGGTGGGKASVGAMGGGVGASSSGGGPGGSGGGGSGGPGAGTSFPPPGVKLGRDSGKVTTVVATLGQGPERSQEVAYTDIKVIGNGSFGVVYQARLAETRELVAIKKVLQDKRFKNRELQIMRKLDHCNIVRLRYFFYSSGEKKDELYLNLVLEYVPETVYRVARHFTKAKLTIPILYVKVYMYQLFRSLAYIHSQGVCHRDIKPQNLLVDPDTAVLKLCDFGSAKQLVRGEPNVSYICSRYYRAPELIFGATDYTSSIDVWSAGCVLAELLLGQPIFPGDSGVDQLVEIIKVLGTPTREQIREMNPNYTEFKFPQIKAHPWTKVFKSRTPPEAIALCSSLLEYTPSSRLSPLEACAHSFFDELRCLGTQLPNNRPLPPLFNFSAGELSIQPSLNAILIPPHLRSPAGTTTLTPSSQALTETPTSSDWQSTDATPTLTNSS
aSyn 5UTR inh: 5' untranslated region of α-synuclein, MLPCN primary screen. alpha-synuclein 5'UTR reporter, inhibitor activity. inhibition, % (tested at 7.5 µM). 300,000 compounds, 0.82% hits; in the data active = inhibition above about 60%; inconclusive = no clear call, values can overlap the other calls;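 note: H4 neuroglioblastoma cells stably carrying SNCA 5'UTR luciferase fusion; 0% = DMSO wells and 100% = positive control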
HSF1 inhib: HSF1 inhibition | NIH3T3-HGL HSE-luciferase, MG132-induced, luminescence 8 h; active compounds read low | 300,000 compounds, 0.77% hits | activity change, negative = inhibition, % at 7.5 µM (by protocol) | AID 2098;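 active = more than half of replicate wells show activity change below -50%, luminescence cut by over half; inconclusive = some wells, but at most half, below -50%; inactive = no replicate well below -50%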;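 note: luciferase reports HSF-1 transcriptional activity via heat shock element; 0% = median of DMSO wells and -100% = zero luminescence signal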
Numbers without * were called inactive; ? = inconclusive; · = no result given.

Under each structure – HSF1 inhib	aSyn 5UTR inh	GSK3B inh	HIF act	HSF-1 act	AI-2 QS modul	HSP90 refold inh	KLF5 inh	IEC-6 cytotox	GSK3 alpha inh
- Cc1c(CNCCc2ccccc2)c(C(=O)O)c(C)n1-c1ccccc1
 : 6.9	-9.8	-0.7	-7.0	60.5*	24.9	1.5	-6.4	-7.7	-0.7
- CC1(C)Cc2c(c(N3CCOCC3)nc3sc(C(=O)Nc4ccccc4)c(N)c23)CO1
 : 12.8	-73.8	3.8	2.4	28.8	5.8	-2.6	-156.4	-4.8	-1.7
- COc1ccc2[nH]c(=O)c(CN(Cc3nnnn3Cc3ccccc3)CC3CCCO3)cc2c1 (stereo unspecified)
 : 6.7	7.2	2.3	-0.1	6.6	26.9	-2.0	-13.7	1.8	2.2
- CS(=O)(=O)N(CC(=O)NC1CCCCC1)Cc1ccc(Cl)cc1
 : -1.9	-20.2	1.1	-0.3	-3.4	9.9	1.1	-36.5	-0.5	-4.4
- O=C(c1cccnc1)N1N=C2CCCCCC2C1(O)C(F)(F)F (stereo unspecified)
 : -5.1	-3.2	-0.5	-0.7	14.6	13.0	-2.0	-19.5	3.6	-2.9
- CCOC(=O)C1CCN(C(=O)c2cc3ccc(OC)cc3[nH]2)CC1
 : 5.2	-29.8	-2.0	-7.9	36.4	19.3	0.1	-76.9	7.2	-1.6
- COc1ccc(NC(=O)NCc2ccccn2)cc1OC
 : 0.2	9.2	1.7	0.3	-7.2	13.0	-0.8	-4.0	-1.7	-0.1
- CC(C)c1onc(C(=O)N(C)Cc2ccccc2)c1[N+](=O)[O-]
 : -0.7	17.8	-3.6	-0.2	-1.4	7.0	4.5	-19.8	6.2	-3.2
- CCCNC(=O)COC(=O)CCC(=O)c1cccs1
 : 8.6	-4.8	0.2	-0.1	-14.5	14.6	4.5	21.1	7.8	2.8
- Cc1ccc(S(=O)(=O)N2CCOCC2)cc1NC(=O)COC(=O)CNC(=O)c1ccccc1
 : -9.6	6.5	2.1	0.3	-0.7	4.2	4.8	-22.7	0.4	-2.2
- O=C(c1ccc(F)cc1)C1CCN(Cc2cn[nH]c2-c2ccccc2)CC1
 : 4.6	9.9	1.2	-0.4	12.4	6.7	0.7	-35.0	-2.8	-3.3
- Cc1cc(NC(=O)CSc2ccc(-c3ccccc3)nn2)no1
 : -2.2	-10.6	1.1	0.4	-3.3	3.1	-1.5	-14.9	-0.6	-1.6
- CCOC(=O)C/C(C)=N\Nc1ccc([N+](=O)[O-])cc1[N+](=O)[O-]
 : 1.0	-2.4	1.8	-0.3	1.6	27.4	4.2	5.2	7.0	-2.2
- CC(=O)NC1=NN(C(C)=O)C(c2ccc(F)cc2)S1 (stereo unspecified)
 : -2.3	13.1	1.3	0.1	4.0	9.4	-1.0	-26.1	-14.0	0.0
- COc1ccc(-c2cc3nc(C)cc(N4CC(C)CC(C)C4)n3n2)cc1 (stereo unspecified)
 : ·	·	0.5	·	·	9.3	-7.3	-14.2	-2.0	3.8
- CN(C)CCN(C(=O)c1ccc2ccccc2c1)c1nc2ccc(Br)cc2s1
 : 7.9	-37.1	-1.4	1.0	27.2	15.3	-1.9	-50.6	-5.7	-2.3
- COc1cc(/C=C2\SC(=Nc3ccccc3)N(CCc3c[nH]c4ccccc34)C2=O)ccc1OC(C)C(=O)O (stereo unspecified)
 : -1.6	-12.3	2.6	-0.6	-4.6	37.1	-9.7	-39.2	-3.5	1.9
- O=C(O)CN1C(=O)/C(=C/C=C/c2ccccc2)SC1=S
 : 0.9	15.4	0.6	0.6	-21.2	7.5	0.0	-21.1	-6.7	·
- CC(C)OCCCNC(=O)COCC(=O)Nc1ccc(OCCc2ccccc2)cc1
 : -2.3	-10.3	1.2	0.6	8.8	19.6	-0.4	-4.5	8.5	-0.4
- C=CCC1(CC=C)CCCN1C(=O)CC1C(=O)NCCN1Cc1ccccc1OC (stereo unspecified)
 : -3.4	-5.4	3.5	0.0	3.5	6.0	-1.1	-10.3	1.9	0.3
- COC(=O)c1ccc(NC(=O)CN2CCN(CCO)CC2)cc1
 : -8.3	2.5	·	-25.5	-10.9	·	1.7	-31.8	-5.6	1.3
- COc1cc2c(c(OC)c1OC)C(=O)CC2
 : -7.5	6.8	2.1	-0.2	-4.7	16.9	-1.1	-27.9	1.8	-3.9
- COc1cc(C(=O)Nc2ccc(S(=O)(=O)Nc3nccc(C)n3)cc2)c([N+](=O)[O-])cc1OC
 : ·	3.0	2.0	·	·	5.7	0.6	-14.7	-4.3	-1.7
- COc1ccc(N2C(=O)CC(c3cc(OC)c(OC)c(OC)c3)CC2=O)cc1
 : -5.6	-5.7	1.2	0.2	7.7	1.0	-6.2	3.4	3.0	-0.4
- COc1ccc(C2(CNC(=O)/C=C\c3ccco3)CCCC2)cc1OC
 : 2.8	8.8	2.0	-0.7	23.8	8.0	2.5	14.8	-0.2	-0.6
- Cc1ccc(S(=O)(=O)C2(C(=O)N3CCN(C4CCCCC4)CC3)CC2)cc1
 : -4.6	2.8	1.7	-0.2	-2.6	8.4	2.2	-8.1	1.3	-0.1
- Cc1n[nH]c(C)c1CCCCOc1ccccc1
 : 3.0	-3.2	1.9	-0.1	9.0	-0.5	-6.0	-11.4	-3.5	-2.0
- COc1ccccc1N1CCN(C(=O)C(=O)N/N=C/c2ccccc2F)CC1
 : 1.9	22.8	-0.8	-0.5	10.2	6.8	-1.2	-20.7	-3.7	3.1
- Cc1ccc(Cc2cnc(N3C(=N)SC(c4ccccc4)C3=O)s2)cc1 (stereo unspecified)
 : -1.6	15.4	-0.2	-0.5	-3.3	36.9	-0.1	1.3	-5.1	-2.0
- COc1ccc(CNC(=O)c2ccc(CS(=O)Cc3ccc(Cl)cc3)o2)cc1 (stereo unspecified)
 : 12.1	6.0	-1.2	-0.5	6.4	5.5	0.4	-43.4	2.7	-1.1
- CCOc1ccc(N2C(=O)C(=O)/C(=C(/O)c3ccccc3)C2c2ccccc2[N+](=O)[O-])cc1 (stereo unspecified)
 : -13.6	0.0	3.5	7.3	-11.7	24.8	0.3	-46.5	1.9	-1.6
- N/C(=N\OC(=O)COc1ccc(Br)cc1Cl)c1cccnc1
 : 31.3	-154.5	2.5	2.4	60.0*	19.4	4.3	-6.9	-0.9	0.3
- CC(=O)c1c(C)[nH]c(C(=O)OCC(=O)NCCC2=CCCCC2)c1C
 : -5.1	9.2	1.0	1.1	-5.1	17.9	·	·	·	0.0
- N/C(=N\OC(=O)Cc1ccccc1)c1ccncc1
 : ·	-19.1	2.5	0.4	·	-1.0	-1.1	-15.2	-2.3	-0.2
- CCOc1ccc2nc(N3CCC(C(=O)Nc4nnc(CC)s4)CC3)sc2c1
 : 1.0	14.5	0.6	0.0	4.1	12.0	-0.5	-118.2	-4.5	-0.8
- COc1ccc(-c2csc(NC(=O)CCS(=O)(=O)c3ccccc3)n2)c(OC)c1
 : 7.4	-10.7	-2.2	0.3	10.5	9.0	1.1	-7.0	-10.2	-1.4
- CSc1nccc(-c2cc(Cl)sc2Cl)n1
 : -5.9	3.3	-1.6	-0.1	10.7	10.8	-1.3	-25.0	9.0	·
- CCOC(=O)c1cccc(NC(=O)CCn2c(=O)oc3ccccc32)c1
 : 11.0	5.4	-2.4	-0.3	29.6	18.9	1.4	-30.6	2.0	-1.1
- CC1CCN(Cc2c(O)ccc3c(=O)c(-c4nc5ccccc5s4)c(N)oc23)CC1
 : 4.7	-62.2	0.0	-0.1	-5.9	5.7	5.3	-18.6	5.2	-0.5
- Cc1cc(C)c(NC(=O)CSc2nnc(-c3ccco3)n2N)c(C)c1
 : -4.1	10.1	1.8	-1.2	6.6	16.9	-1.9	-18.6	1.3	-4.1
- c1ccc2c(c1)[nH]c1c3ccccc3sc21
 : 13.0	-138.2	-1.2	2.8	41.6	15.0	1.2	-54.1	7.3	-3.4
- COc1ccc(C)cc1S(=O)(=O)NCc1cccs1
 : -1.1	7.2	0.3	0.2	-2.5	8.2	-1.9	-8.0	0.4	-2.8
- COCCN1Cc2cccc(C(=O)Nc3cc(C)cc(C)c3)c2C1=O
 : -11.0	15.9	3.4	-0.3	-26.9	9.9	4.4	-21.8	0.5	-4.8
- O=C(NCCCN1CCN(CCCNC(=O)c2ccc3c(c2)OCO3)CC1)c1ccc2c(c1)OCO2
 : 2.3	-1.6	-12.2	-0.2	-3.8	1.0	2.2	-22.8	3.9	33.7
- COC(=O)CCN(C(=O)c1cc([N+](=O)[O-])cc([N+](=O)[O-])c1)c1ccccn1
 : -4.3	-32.6	1.1	-0.4	24.8	24.7	-0.8	2.3	7.8	-2.9
- O=C(Nc1cc2cccc([N+](=O)[O-])c2oc1=O)c1cccs1
 : 3.0	-39.5	-0.1	0.2	-5.0	14.8	1.9	-26.0	-21.2	0.7
- CN(C)c1cc(-c2cccc([N+](=O)[O-])c2)oc(=O)c1Cl
 : -2.9	4.5	-5.2	0.1	0.3	20.5	1.2	-25.3	-3.8	-1.5
- CC(C)(/C=N/NC(=O)CSCc1ccccc1Cl)CCC#N
 : 2.9	1.4	1.3	-0.2	-17.0	6.3	-1.9	-11.9	9.5	0.8
- O=C1C=CC2C(c3ccc4c(c3)OCO4)CC1N2Cc1ccccc1 (stereo unspecified)
 : -1.2	9.4	5.5	-0.5	1.9	18.3	2.9	-25.1	-2.5	4.5
- Cc1ccc(CNC(=O)c2ccc(Cn3cc(-c4ccc(C)cc4)nc3-c3ccncc3)cc2)cc1
 : 43.7	-176.6	0.4	4.7	?	-0.8	-11.3	-86.1	11.1	-2.2
- CCc1nn(CC(=O)N2CCN(c3cc(C)ccc3C)CC2)c(=O)c2cc3occc3n12
 : 0.2	-16.1	-1.6	-0.3	0.6	1.3	-2.4	-19.9	0.0	0.5
- Cc1ccc(S(=O)(=O)NC(C)C(=O)Nc2ccccc2C(=O)N2CCCC2)cc1 (stereo unspecified)
 : -2.8	12.6	4.2	-0.4	2.0	27.6	-4.2	-4.4	-2.1	1.1
- C=CCSc1ncccc1C(=O)NCc1ccccc1
 : -41.3	8.4	-2.8	-0.6	-52.8	10.7	1.4	4.9	-0.3	·
- COc1ccc(N2CCN(C(=O)c3cc(-c4ccc(F)cc4)[nH]c3C)CC2)cc1
 : 13.6	21.7	2.2	1.5	19.7	2.0	-3.8	-22.6	2.2	-0.9
- CCCCCC(=O)Nc1ccc(-c2csc(C)n2)cc1
 : 14.3	-48.0	-1.3	2.5	26.7	10.6	-4.5	-54.8	-7.9	0.2
- CN(C)CCCn1c2c(c(SCC(=O)Nc3ccc4c(c3)OCCO4)nc1=O)CCC2
 : -5.2	-9.0	0.8	0.0	-12.7	2.7	·	·	·	-1.1

Screening results as filed in PubChem.
